Bioassay records: PubChem, National Center for Advancing Translational Sciences (NCATS)
Luciferase inh: Firefly luciferase inhibition profiling of diverse chemical library using quantitative high-throughput screening | AID 1347043, 2019 | purified P. pyralis luciferase, luminescence, biochemical | Potency, µM (titrated, usually from 115 µM), without a hit: at the highest dose activity change, negative = inhibition, most hits filed as inhibitors | 2.5% of 76,000 active; further: potency means the concentration at half of the fitted maximal effect; nearly all actives have a fitted effect of over 65% in size
Target sequence (P08659 whole entry, looked up): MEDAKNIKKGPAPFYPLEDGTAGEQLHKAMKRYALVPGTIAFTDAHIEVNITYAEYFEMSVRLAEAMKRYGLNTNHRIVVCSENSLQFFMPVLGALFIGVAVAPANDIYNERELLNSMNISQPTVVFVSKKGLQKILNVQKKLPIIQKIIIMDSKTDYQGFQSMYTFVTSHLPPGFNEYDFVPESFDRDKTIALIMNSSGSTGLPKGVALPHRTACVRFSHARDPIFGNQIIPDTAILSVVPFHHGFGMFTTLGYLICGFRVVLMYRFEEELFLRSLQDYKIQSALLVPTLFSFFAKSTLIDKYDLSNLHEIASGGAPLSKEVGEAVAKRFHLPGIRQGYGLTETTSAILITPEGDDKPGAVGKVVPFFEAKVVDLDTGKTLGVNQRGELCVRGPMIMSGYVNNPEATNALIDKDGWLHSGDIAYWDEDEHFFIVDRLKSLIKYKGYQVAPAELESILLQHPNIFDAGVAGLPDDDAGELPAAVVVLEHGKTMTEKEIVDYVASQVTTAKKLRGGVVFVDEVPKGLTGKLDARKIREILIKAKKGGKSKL
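Luminescence read by CCD imaging after purified firefly luciferase (10nM final) was added to substrate buffer holding 10uM D-luciferin and 10uM ATP, pH 7.5, pre-dosed with compound.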
SNCA expr inhib: Primary qHTS assay for inhibitors of alpha-synuclein gene (SNCA) expression | HEK-293 SNCA-luciferase knock-in, luminescence, 24 h | Potency, µM (doses to about 57.2 µM), for inactives: top-dose activity change, negative = inhibition, usual class: inhibitors | 0.17% of 140,000 active | AID 1671194, 2021;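 further: potency means the concentration at half of the fitted maximal effect; plate controls were DMSO cells for no effect and cell-free wells for full effect; nearly all actives have a fitted effect of over 45% in size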
HEK293 viab: GF-AFC viability counterscreen for inhibitors of alpha-synuclein gene (SNCA) expression; 0.12% of 150,000 active; Potency, µM (series often up to 57.1 µM), inactives show top-dose activity change, negative = cytotoxicity, most hits filed as cytotoxic; AID 1671193, 2021; HEK-293-SNCA-luc viability, GF-AFC fluorescence, 24 h;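 further: potency means the concentration at half of the fitted maximal effect; 0% = DMSO-treated cells and -100% = medium-only wells without cells; nearly all actives have a fitted effect of over 30% in size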
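Cytotoxicity counterscreen: after 24 h compound treatment of genome-edited SNCA-luciferase HEK-293 cells, live-cell protease substrate GF-AFC read by fluorescence after 30 min; activity scaled between DMSO (0%) and medium-only (-100%), curves Hill-fitted.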
IP6K1 inh: Primary qHTS assay for small molecule inhibitors of Inositol hexaphosphate kinase 1 (IP6K1); Inositol hexakisphosphate kinase 1 (Homo sapiens), Q92551; IP6K1 kinase, ADP-Glo luminescence, 2 h; stronger effect = lower value; activity change, % (series mostly up to about 58 µM); 0.81% of 140,000 active; AID 1645851, 2021; in the data active means activity change below about -25%
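ADP-Glo luminescence measures ADP made by human IP6K1 during a 2 h RT reaction with ATP/IP6 (mix at 1.3 mM/130 uM); top library doses 57.5 and 19.1 uM final.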
3T3 cytotox: Cytotoxic Profiling in NIH 3T3 Cell Line of Diverse Libraries Using Quantitative High-Throughput Screening. NIH 3T3 viability, CellTiter-Glo ATP luminescence, 48-72 h. Potency, µM (doses to about 96.7 µM), without a hit: at the top dose activity change, negative = cytotoxicity, hits mostly inhibitors. 4.3% of 94,000 active. AID 1345082, 2018; further: potency means the concentration at half of the fitted maximal effect; nearly all actives have a fitted effect of over 55% in size
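Viability of NIH 3T3 cells after 48 or 72 hr compound treatment at 37 °C was assessed by CellTiter-Glo, with luminescence imaged following a 10 min room-temperature step.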
HEK cytotox: Cytotoxic Profiling in HEK 293 Cell Line of Diverse Libraries Using Quantitative High-Throughput Screening; HEK 293 viability, ATP luminescence (CellTiter-Glo), 48-72 h; Potency, µM (doses to about 115 µM), without a hit: at the highest dose activity change, negative = cytotoxicity, actives largely listed as inhibitors; 6.6% of 94,000 active; further: potency means the concentration at half of the fitted maximal effect; nearly all actives have a fitted effect of over 60% in size
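Viability of HEK 293 cells, plated at 250 cells/well, was judged by cellular ATP after compound treatment for 48 or 72 hr. Luminescence was imaged 10 min after CellTiter-Glo addition at room temperature.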
GPT2 inh: Primary qHTS assay for inhibitors of Glutamate pyruvate transaminase 2 (GPT2) | Alanine aminotransferase 2 (Homo sapiens), Q8TD30 | 0.25% of 100,000 active | Potency, µM (doses to about 57.7 µM), without a hit: at the highest dose activity change, negative = inhibition, hits mostly inhibitors | Recombinant GPT2, coupled pyruvate oxidase/HRP Amplex Red fluorescence; further: potency means the concentration at half of the fitted maximal effect; nearly all actives have a fitted effect of over 60% in size; many of its hits are not listed in these tables
Target sequence (Q8TD30 whole entry, looked up): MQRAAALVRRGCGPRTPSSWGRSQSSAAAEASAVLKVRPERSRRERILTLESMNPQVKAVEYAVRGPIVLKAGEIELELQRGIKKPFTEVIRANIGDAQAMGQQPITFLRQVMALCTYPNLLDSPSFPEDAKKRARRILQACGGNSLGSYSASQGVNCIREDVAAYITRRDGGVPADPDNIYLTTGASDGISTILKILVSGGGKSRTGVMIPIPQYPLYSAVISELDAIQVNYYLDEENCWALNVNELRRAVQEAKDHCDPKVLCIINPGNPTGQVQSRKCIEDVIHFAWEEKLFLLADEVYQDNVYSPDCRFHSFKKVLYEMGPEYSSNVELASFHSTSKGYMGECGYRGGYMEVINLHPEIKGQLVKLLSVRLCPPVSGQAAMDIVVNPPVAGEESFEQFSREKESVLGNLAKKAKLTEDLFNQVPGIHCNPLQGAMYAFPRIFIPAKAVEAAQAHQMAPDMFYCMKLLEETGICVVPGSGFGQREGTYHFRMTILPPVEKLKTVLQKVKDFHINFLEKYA
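Inhibition is scored from Amplex Red fluorescence generated when pyruvate oxidase and HRP act on pyruvate released by GPT2. Reactions contain 10ng/uL enzyme, 250uM a-KG and 2mM L-alanine and run 30 min at room temperature.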
Starred values were filed as active, the others as inactive; i = inactive; ? = inconclusive; · = no result given; & = joins results of further samples; ! = not confirmed by another sample; [ ] = dose if it differs, or a comment. Unless noted, the call rests on the fitted dose curve; in most records, active means well fitted curve in the direction sought with a large enough effect; inconclusive means small, poorly fitted or top-dose-only effect, or another doubt; inactive means no such curve, though single readings can be large; an effect the other way counts as inactive or inconclusive. Unless noted, on the % scale 0 is the no-effect control and ±100 the full control effect. The list is partial; count on the stated rates, not on these rows.

SMILES	Luciferase inh	SNCA expr inhib	HEK293 viab	IP6K1 inh	3T3 cytotox	HEK cytotox	GPT2 inh
CC(=O)NC[C@H]1CN(c2ccc(N3CCSCC3)c(F)c2)C(=O)O1	·	·	1%	11	·	·	1%
O=C1CCCCC(C(=O)O)N1 (stereo not drawn)	-6%	?	-4%	20	4%	3%	i
Cc1nc2cnccn2c1C(=O)NCCc1cccc(F)c1	·	·	·	-2	-4%[138 µM]	-14%[172 µM]	·
CCCn1c2ccccc2c2cnn(CC(=O)NCC3CCN(Cc4ccc(F)cc4)CC3)c(=O)c21	·	-10%	-11%	-7	·	·	·
COc1ccc(N2CC3CCC(C2)N3Cc2cccc(-c3ccsc3)c2)cc1	·	12%	5%	-5	-8%	-17%	1%
CCOC(=O)c1cc2c(=O)n3ccccc3nc2n(CC2CCCO2)c1=NC(=O)c1ccc(C(C)(C)C)cc1 (stereo not drawn)	·	6%	19%	-3	·	·	·
CCOc1ccc(NCc2cccn2-c2nnc(N3CCC(C(=O)NCc4ccccc4Cl)CC3)s2)cc1	·	24%	4%	7	·	·	·
CC(C)Nc1ncc(C(=O)NC2CC(=O)N(Cc3cccc(F)c3)C2)cn1 (stereo not drawn)	7%	?	2%	21	-7%	-29%	-26%
Cn1ncc2c(C(=O)N3CCC(c4ccccc4)CC3)cc(-c3ccccc3C(F)(F)F)nc21	·	·	·	8	28µM*	45µM*	·
Cc1ccc(-n2ncc(C(=O)NCCN3CCc4ccccc4C3)c2C2CCNCC2)cc1C	·	-19%	0%	14	·	·	·
O=c1[nH]c(C2CCCN(Cc3ccsc3)C2)nn1-c1ccc(Cl)cc1 (stereo not drawn)	-5%	-13%	6%	14	?	?	-10%
CC1(COCC2CC2)COc2ccc(C(=O)Nc3ccc4[nH]ccc4c3)cc2N1 (stereo not drawn)	16µM*	7.1µM*	?	-13	45µM*	?	-8%[88.5 µM]
O=C(NCc1ccccc1)c1ccc2c(c1)CCN2S(=O)(=O)c1ccc(Cl)cc1	·	8%	-1%	-4	·	·	·
CC(=O)N[C@@H](CC(=O)O)C(=O)N[C@@H](CCC(=O)O)C(=O)N[C@H](C(=O)N[C@@H](CC(=O)O)C(=O)Nc1ccc2c(C)cc(=O)oc2c1)C(C)C	·	·	?	-22	·	·	i
COCc1cc(=O)n(CC(=O)Nc2cc(OC)c(OC)c(OC)c2)c(N2CCOCC2)n1	-6%	?	-24%	13	-23%	-24%	-15%

Some of the entries above, set out differently.
canonical_smiles | Luciferase inh | SNCA expr inhib | HEK293 viab | IP6K1 inh | 3T3 cytotox | HEK cytotox | GPT2 inh
CC(=O)NC[C@H]1CN(c2ccc(N3CCSCC3)c(F)c2)C(=O)O1 | · | · | 1% | 11 | · | · | 1%
O=C1CCCCC(C(=O)O)N1 (stereo not drawn) | -6% | ? | -4% | 20 | 4% | 3% | i
Cc1nc2cnccn2c1C(=O)NCCc1cccc(F)c1 | · | · | · | -2 | -4%[138 µM] | -14%[172 µM] | ·
CCCn1c2ccccc2c2cnn(CC(=O)NCC3CCN(Cc4ccc(F)cc4)CC3)c(=O)c21 | · | -10% | -11% | -7 | · | · | ·
COc1ccc(N2CC3CCC(C2)N3Cc2cccc(-c3ccsc3)c2)cc1 | · | 12% | 5% | -5 | -8% | -17% | 1%
CCOC(=O)c1cc2c(=O)n3ccccc3nc2n(CC2CCCO2)c1=NC(=O)c1ccc(C(C)(C)C)cc1 (stereo not drawn) | · | 6% | 19% | -3 | · | · | ·
CCOc1ccc(NCc2cccn2-c2nnc(N3CCC(C(=O)NCc4ccccc4Cl)CC3)s2)cc1 | · | 24% | 4% | 7 | · | · | ·
CC(C)Nc1ncc(C(=O)NC2CC(=O)N(Cc3cccc(F)c3)C2)cn1 (stereo not drawn) | 7% | ? | 2% | 21 | -7% | -29% | -26%
Cn1ncc2c(C(=O)N3CCC(c4ccccc4)CC3)cc(-c3ccccc3C(F)(F)F)nc21 | · | · | · | 8 | 28µM* | 45µM* | ·
Cc1ccc(-n2ncc(C(=O)NCCN3CCc4ccccc4C3)c2C2CCNCC2)cc1C | · | -19% | 0% | 14 | · | · | ·
O=c1[nH]c(C2CCCN(Cc3ccsc3)C2)nn1-c1ccc(Cl)cc1 (stereo not drawn) | -5% | -13% | 6% | 14 | ? | ? | -10%

Next part
SMILES	Luciferase inh	SNCA expr inhib	HEK293 viab	IP6K1 inh	3T3 cytotox	HEK cytotox	GPT2 inh
O=C(Cn1c(=O)n(Cc2ccc(C(=O)NCc3ccc4c(c3)OCO4)cc2)c(=O)c2ccccc21)Nc1ccc(F)cc1F	·	-9%	2%	12	·	·	·
CCOC(=O)c1ccccc1NC(=O)CN(c1ccccc1)S(=O)(=O)c1ccc(OCC)cc1	·	-4%	-12%	0	·	·	·
CC(C)OCCCNC(=O)COc1ccc(NC(=O)C2CC2)cn1	0%	3%	4%	20	i	-19%	i
COc1ccc(CN2C(=O)COC[C@H]2C(=O)NCc2cccc(OC)c2OC)cc1	1%	6%	0%	5	-6%	-6%	i
CC(C)(C)C1CCc2c(sc3nc(-c4cc5cc(Br)ccc5oc4=O)[nH]c(=O)c23)C1 (stereo not drawn)	·	-5%	-7%	-3	·	·	·
COc1ccc(-c2noc(N3CCN(c4cccc(C)c4C)CC3)n2)cc1OC	·	-17%	-3%	31	·	·	·
CC(CNC(=O)CN1C(=O)c2cccnc2Oc2ccc(Cl)cc21)c1ccccc1 (stereo not drawn)	·	-17%	-15%	21	·	·	·
O=C(CC1CCCC1)N1CCC(Cc2nncn2Cc2ccccc2)C1 (stereo not drawn)	6%	-4%	-8%	7	?	9%	i
COc1ccc(C(NC(=O)c2cccc(-n3cnnc3)n2)C2CC(O)C2)cn1 (stereo not drawn)	-2%	?	6%	-3	-13%	-4%	-6%
Nc1nc(Cl)nc2c1ncn2[C@@H]1O[C@H](COP(=O)(O)OP(=O)(O)OP(=O)(O)O)[C@@H](O)[C@H]1O	·	16%	-4%	·	·	·	i
O=C(c1c(F)cccc1Cl)N1CCC(n2cnnc2C2CC2)CC1	·	-1%	4%	4	i	i	-14%
CSCC(=O)N1CCN2C(=O)c3cc(-c4ccccc4F)ccc3NC(=O)[C@H]2C1	5%[172 µM]	-16%[87.6 µM]	6%[87.6 µM]	3	-29%[138 µM]	?	i
O=C(NC1CCCN(c2cc(-c3ccc(F)cc3)[nH]n2)C1)c1ccc(Br)o1 (stereo not drawn)	?	23%	-15%	5	?	32µM*	i
O=C(NC[C@H]1OC[C@@H](NC2CCC2)[C@@H]1O)c1ccc(F)cc1	-3%[172 µM]	13%[87.6 µM]	5%[87.6 µM]	-3	i	-4%[172 µM]	4%[88.5 µM]
CN1C(=O)[C@@H]2C[C@@H](CN2Cc2ccc(OC(F)(F)F)cc2)Oc2ccccc21	6%[172 µM]	-10%[87.6 µM]	7%[87.6 µM]	14	?	-26%[172 µM]	-6%[88.5 µM]
O=C1NCCN2CC3(CCN(C(=O)Nc4ccc5c(c4)OCCO5)CC3)CC12 (stereo not drawn)	-37%	107%[activator]	-1%	-6	?	-23%	-8%
O=C1NCC2(CCN(C(=O)c3ccccc3F)CC2)Oc2ccccc21	1%	7%	-18%	14	-15%	-13%	2%
CCc1nc(-c2ccc(C(=O)N3CCOCC3)cc2)n(-c2cccc(C)n2)n1	12%	13%	-3%	1	-13%	-24%	i
O=C(c1ccc(OC(F)(F)F)cc1)N1CC2CC(C1)[C@H]1CCCC(=O)N1C2 (stereo partly drawn)	8%	8%	-9%	-3	i	11%	?
COc1ccc(C(=O)N2CCOCC3(C2)CN(c2nccs2)C3)cc1OC	3%[172 µM]	-4%[87.6 µM]	0%[87.6 µM]	12	?	-4%[172 µM]	3%[88.5 µM]
CC(C)NC(=O)c1ccc(Cn2c(SCc3ccc(F)cc3)nc3cccnc32)cc1	·	24%	5%	28	·	·	·
c1cncc(-c2nnc([C@H]3CCN(Cc4c[nH]c5ccccc45)C3)o2)c1	-2%[172 µM]	?	-3%[87.6 µM]	7	0%[174 µM]	-23%[172 µM]	-35%[88.5 µM]
Cc1cccc(NC(=O)CSc2nc(=O)n(CCN3CCOCC3)c3c2CCC3)c1C	·	?	-9%	0	·	·	·
CN(C)CC/C=C1\c2ccccc2COc2ccccc21	·	1%	7%	-16	·	·	3%&-37%
Cc1ccc2nc(C3CCCN(CC4CCCC4)C3)[nH]c(=O)c2c1 (stereo not drawn)	2%&6%[172 µM]	?	-15%[87.6 µM]	24&-5&-2	?	71µM*!	4%[88.5 µM]
CCc1noc(-c2ccn3c(CNC(=O)Cc4cccc(F)c4)nnc3c2)n1	2%	-17%	-7%	4	-8%	0%	i
Cn1nccc1C(=O)N1CCC(Oc2cccnc2)C1 (stereo not drawn)	-1%	0%	-3%	2	-33%	-12%	i
CCOc1ccc(CNC(=O)C2c3ccccc3CC(=O)N2CC)cc1 (stereo not drawn)	8%	4%	2%	10	-6%	-27%	2%
COCc1nc(-c2ccc(NC(=O)Cn3nc4c(cc3=O)CCCC4)cc2)n[nH]1	6%	-23%	1%	3	i	-7%	i
O=C1NC2(CCN(Cc3ccc(C(F)(F)F)cc3)CC2)COc2ccccc21	-5%	-4%	2%	12	-12%	?	-1%
O=C(NCc1ccncc1)c1nc(-c2cccnc2)c2cnccn12	·	9%	8%	-11	-17%	5%	3%
CN1CCC([C@@H]2CN(C(=O)c3ccc4[nH]ccc4c3)C[C@H]2C(N)=O)CC1	10%	-13%	2%[12.5 µM]	13	1%	0%	-7%
CC(=O)N1CCC2(CC1)CC(CC(=O)O)CCO2 (stereo not drawn)	-2%	-21%	7%	2	-7%	10%	i
CC(=O)Nc1cccc(C(=O)NCc2ccc3c(c2)CCN3C(C)=O)c1	·	-6%	-5%	15	·	·	·
